FN deposit inh: fibronectin deposition inhibition; AH1F fibroblasts, Alexa488-fibronectin deposition fluorescence, overnight; inhibition, % at 12.6 µM; 0.086% of 350,000 active; AID 743247;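 active = mean inhibition across replicates of 30% or more, regardless of how many single replicates reach that level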;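 note: positive control wells lacked labelled fibronectin entirely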
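Schedule: 1 h cell adhesion before compound, then overnight fibronectin incubation; test system: AH1F fibroblast monolayer depositing Alexa488-labelled fibronectin into matrix; quantity: 10000 AH1F cells per well; probe or stimulus: fluorescent fibronectin at 24 nM final; signal: fluorescence, ex 485 nm, em 525 nm; evaluation: percent inhibition as loss of matrix-bound fibronectin fluorescence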
Statin myotox sup: suppressors of simvastatin-induced myotoxicity in C2C12 myotubes; ATP luminescence, 48 h; scaled: DMSO 0, geranylgeraniol control 100; rescue of ATP level, % at 7.49 µM; 0.78% of 330,000 active; AID 602340;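 active = mean ATP rescue above about 67%, or every replicate alone reaching that limit, limit read from the data, passing the limit was not always enough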;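 note: myotubes were challenged with 10 µM simvastatin during compound exposure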
CASP6 VEID inh: inhibitors of human caspase-6; purified caspase-6, Z-VEID-R110 cleavage fluorescence; inhibition, % at 12.5 µM; 0.53% of 350,000 active; AID 686996;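 active = mean inhibition across replicates at least about 35%, with every replicate also reaching that limit, limit read from the data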;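 note: 0% = median of neutral control wells and 100% = no fluorescence left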
Target sequence (P55212 24-179 limits assumed): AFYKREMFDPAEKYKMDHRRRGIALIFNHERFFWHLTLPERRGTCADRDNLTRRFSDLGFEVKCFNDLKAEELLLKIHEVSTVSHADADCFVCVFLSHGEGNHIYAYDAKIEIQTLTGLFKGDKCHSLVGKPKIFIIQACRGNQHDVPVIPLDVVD
Target sequence (P55212 194-293 limits assumed): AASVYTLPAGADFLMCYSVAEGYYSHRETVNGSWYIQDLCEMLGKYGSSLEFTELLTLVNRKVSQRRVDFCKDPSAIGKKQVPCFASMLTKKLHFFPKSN
esBAF inh: SWI/SNF esBAF complex inhibition; mouse ES cells, Bmi1-luciferase knock-in reporter, 24 h; 100% = twice the neutral-well signal; reporter increase, % at 12.5 µM; 2% of 350,000 active; in the data active = activation above about 40%;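 note: 0% = median of the plate's neutral control wells and 100% = double that signal; a rise in the Bmi1 reporter signal indicates esBAF inhibition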
LGR2 antag: inhibitors of bursicon-induced Drosophila LGR2 receptor cAMP signaling; inhibition, % at 9.99 µM; 0.35% of 380,000 active; HEK293 LGR2, CRE-luciferase, bursicon-stimulated, 4 h;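 active = drop in luminescence signal, shown as inhibition above about 50% in the replicate tests, limit read from the data, passing the limit was not always enough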;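 note: agonist challenge used bursicon conditioned medium at about half maximal strength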
S100A4 inh HTS: inhibitors of human S100A4 binding to myosin IIA peptide. P26447. S100A4/TAMRA-MyoIIA peptide fluorescence polarization. inhibition, % at 10.7 µM. 0.14% of 360,000 active;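 active = mean inhibition of at least 70% across replicates, with every replicate also reaching that level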
Target sequence (P26447 whole entry, looked up): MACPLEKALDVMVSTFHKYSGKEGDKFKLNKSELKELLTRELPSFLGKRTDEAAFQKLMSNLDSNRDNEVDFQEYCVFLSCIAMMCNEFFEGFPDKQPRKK
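Test system: S100A4 monomer protein; Medium: HEPES pH 7.2 with CaCl2, KCl, NaCl, DTT, Triton; Probe or stimulus: TAMRA-labelled myosin IIA heavy-chain peptide probe, 5 nM; Doses: one dose per compound; Times: polarization read 5 min after assay mix addition, stable 5–60 min; Benchmarks: neutral control DMSO, positive control TFP.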
SIRT5 block: inhibitors of human sirtuin-5 desuccinylase; Q9NXA8; inhibition, % at 15 µM; Purified SirT5, succinyl-peptide AMC, trypsin-coupled fluorescence; 1.1% of 330,000 active; in the data active = inhibition above about 15%
Target sequence (Q9NXA8 whole entry, looked up): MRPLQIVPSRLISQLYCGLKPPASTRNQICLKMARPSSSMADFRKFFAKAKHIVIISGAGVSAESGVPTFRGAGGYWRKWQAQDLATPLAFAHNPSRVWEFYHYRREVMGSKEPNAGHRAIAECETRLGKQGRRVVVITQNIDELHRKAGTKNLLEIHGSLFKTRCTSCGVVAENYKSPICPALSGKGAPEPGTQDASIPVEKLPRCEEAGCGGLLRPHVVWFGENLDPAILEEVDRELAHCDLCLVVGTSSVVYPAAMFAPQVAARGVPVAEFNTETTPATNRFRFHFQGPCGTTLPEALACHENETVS
* marks the source's active call; other numbers are inactive results; . = no result given. This is a subset. The share of hits here may be higher or lower than overall.

The line under a structure holds: FN deposit inh	Statin myotox sup	CASP6 VEID inh	esBAF inh	LGR2 antag	S100A4 inh HTS	SIRT5 block
N#C[C@H]1[C@@H](c2ccccc2-c2ccccc2F)[C@@H](CO)N1C(=O)C1CCOCC1
 : -5	.	1	.	-3	4	.
O=C(CSc1nc2ccccc2c(=O)[nH]1)Nc1ccc(S(=O)(=O)N2CCCC2)cc1
 : 0	15	.	-4	3	.	.
O=C(CCC1N=C2c3ccccc3N=C(SCC(=O)NCC3CCCO3)N2C1=O)NCc1ccc(F)cc1 (stereo not given)
 : -3	17	4	10	4	3	8
COC(=O)c1ccc(CSc2nnc(CNC(=O)c3ccccc3F)o2)o1
 : -3	-6	.	-9	.	.	.
CCOC(=O)c1cc(-c2ccccc2)nn1CCC#N
 : .	4	-1	5	-1	-13	-2
COc1ccccc1/C=C(/C(=O)OCC(=O)NCc1ccccc1)c1ccccc1
 : 4	-5	.	-2	5	.	.
CC(=O)NC12CC3CC(C)(C1)CC(NC(C)=O)(C3)C2
 : .	-4	-2	-13	-7	-3	-2
C/C(=N\NC(=S)NC1CCCCC1)c1ccccc1
 : 0	-4	.	2	-7	.	.
CC(=O)OC(C(=O)NC1CCCCC1)c1ccccc1F (stereo not given)
 : 13	.	-2	.	-9	-1	-2
O=S(=O)(c1ccccc1)c1nc(-c2ccccc2Cl)oc1NCCN1CCOCC1
 : -5	8	.	10	-12	.	.
C[C@H](CO)N1C[C@H](C)[C@H](CN(C)C(=O)CN2CCOCC2)Oc2ncc(-c3cncnc3)cc2C1=O
 : -12	11	.	-4	-8	.	.
Cc1noc(C)c1NC(=O)Nc1ccc2c(c1)C(=O)N([C@@H](C)CO)C[C@H](C)[C@@H](CN(C)C(=O)Nc1ccc(F)cc1)OCCCC[C@@H](C)O2
 : -4	-13	2	-2	5	1	1
Cn1nccc1NS(=O)(=O)c1ccc(F)cc1
 : -5	.	-5	.	1	-5	-1
Cc1c(C=NNC(=O)c2ccc(Br)cc2)c2ccccn2c1C(=O)c1ccncc1
 : 11	-61	-4	17	-4	-4	1
O=C(O)c1ccc(N/N=C/c2cccc3nccnc23)cc1
 : 3	-32	-3	65*	-39	1	2
CCS(=O)(=O)Nc1ccc2c(c1)C(=O)N(C)[C@H]1CC[C@@H](CC(=O)NC3CCCCC3)O[C@@H]1CO2
 : 8	4	0	4	4	1	2
C[C@H](O)[C@@H]1C(=O)N2CCc3ccc(-c4cccc(F)c4)cc3[C@@H]2C[C@@H]1N(C)C(=O)C(C)(C)C
 : 7	-19	3	5	3	-1	5
Cc1ccc2nc3c(cc(C(=O)NCCc4ccccc4)c(=N)n3CC3CCCO3)c(=O)n2c1 (stereo not given)
 : 9	-11	0	-11	4	-6	-59
Cc1ccc(C(=O)N(C)CCOc2ccccc2)cc1S(=O)(=O)N1CCCCC1
 : -2	-10	1	1	-1	-1	-1
Cc1cccc(NC(=O)Nc2ccc3c(c2)C(=O)N(C)[C@@H]2CC[C@@H](CC(=O)NCc4ccccc4Cl)O[C@@H]2CO3)c1
 : 9	-86	-1	16	-1	-47	5

(listing goes on)
The line under a structure holds: FN deposit inh	Statin myotox sup	CASP6 VEID inh	esBAF inh	LGR2 antag	S100A4 inh HTS	SIRT5 block
C=CCN(Cc1cccs1)C(=O)CN1CCN(S(=O)(=O)c2ccc3c(c2)OCCCO3)CC1
 : 2	10	0	10	-10	1	2
O=[N+]([O-])c1ccc(C2CN=C(Nc3ccccc3)S2)cc1 (stereo not given)
 : -8	0	1	23	-15	-5	2
O=C(/C=C/c1c[nH]c2ccccc12)c1cccc2ccccc12
 : -1	.	.	14	-51	-6	.
COc1ccc(C(=O)c2c(C)oc3ccc(O)cc23)c(OC)c1
 : -2	4	2	4	8	6	-2
Cc1noc(C)c1S(=O)(=O)Nc1ccc2c(c1)CC(=O)N([C@@H](C)CO)C[C@@H](C)[C@@H](CN(C)Cc1ccccc1)O2
 : -10	-3	0	4	2	3	-1
Cc1ccc(S(=O)(=O)N(C)C[C@@H]2Oc3ccc(NS(=O)(=O)c4cccs4)cc3C(=O)N([C@H](C)CO)C[C@@H]2C)cc1
 : .	-23	.	-1	5	.	.
COc1ccccc1N1CCN(/N=C\C(Br)=C\c2ccccc2)CC1
 : -8	17	5	25	-5	-2	-4
CCCCCCCCN1C(=O)[C@H](CC(=O)NCCC(C)C)C[C@@]2(C(=O)OC)CCCCC=C12
 : -3	.	1	.	14	-1	2
C[C@@H]1CN([C@H](C)CO)C(=O)c2cc(C#C[C@@H](C)O)cnc2O[C@@H]1CN(C)C(=O)CN(C)C
 : -3	.	0	1	1	14	0
C[C@@H]1CCCCO[C@@H](CN(C)CC2CC2)[C@H](C)CN([C@@H](C)CO)C(=O)c2cc(NC(=O)NC3CCCCC3)ccc2O1
 : .	.	2	0	13	1	2
C[C@@H]1CN([C@@H](C)CO)C(=O)c2cc(NC(=O)CCCN(C)C)ccc2O[C@@H](C)CCCCO[C@@H]1CN(C)Cc1ccncc1
 : .	20	-1	-3	-7	7	-1
O=C(COC(=O)c1ccccc1O)Nc1ccc2ccccc2c1
 : .	6	-3	21	-27	-7	-1
CC(C)C[C@H]1CN([C@@H](CC(C)C)CN2CCC[C@@H]2CN2C(=O)C(=O)NC[C@@H]2Cc2ccccc2)C(=O)C(=O)N1CC1CCCCC1
 : -11	-6	8	-1	-5	4	-7
COc1ccc(CNC(=O)C2(C)Cc3ccccc3C(=O)O2)cc1 (stereo not given)
 : 1	.	-3	.	.	-1	1
COc1ccc(NC(=O)CSc2ccc3c4c(cccc24)C(=O)c2ccccc2-3)cc1
 : 1	-11	.	20	.	.	.
COc1ccccc1N1CCN(S(=O)(=O)c2ccc3c(c2)NC(=O)CS3)CC1
 : 7	0	0	4	-5	-4	-1
CCOc1ccc2[nH]c(=O)c(CN(CC3COCCO3)C(=O)c3ccc(C)cc3)cc2c1 (stereo not given)
 : 2	10	-2	-1	8	6	.
C[C@@H]1CCCCO[C@H](CN(C)S(=O)(=O)c2ccc(Cl)cc2)[C@@H](C)CN([C@H](C)CO)C(=O)c2cc(NC(=O)Nc3ccc(C(F)(F)F)cc3)ccc2O1
 : -25	.	.	0	16	.	.
CN1c2ccc(-c3cccc(C#N)c3)cc2[C@H]2[C@H](CCN2C(=O)NC2CCCCC2)[C@@H]1CO
 : -7	8	.	1	7	.	.
CCN(CC)S(=O)(=O)c1ccc(NC(=O)c2nc3nc(C)cc(C)n3n2)cc1
 : 2	.	2	.	2	0	-6

Continued, starting with the last two of the part before.
The line under a structure holds: FN deposit inh	Statin myotox sup	CASP6 VEID inh	esBAF inh	LGR2 antag	S100A4 inh HTS	SIRT5 block
CN1c2ccc(-c3cccc(C#N)c3)cc2[C@H]2[C@H](CCN2C(=O)NC2CCCCC2)[C@@H]1CO
 : -7	8	.	1	7	.	.
CCN(CC)S(=O)(=O)c1ccc(NC(=O)c2nc3nc(C)cc(C)n3n2)cc1
 : 2	.	2	.	2	0	-6
Cc1ccc(C(=O)c2cc([N+](=O)[O-])ccc2N2CC(C)OC(C)C2)cc1 (stereo not given)
 : 18	.	3	.	3	-17	-16
O=C(c1ccc2c(=O)n(Cc3ccccc3Cl)c(=S)[nH]c2c1)N1CCOCC1
 : 4	-5	1	12	-8	-5	-2
O=C(CSc1cccc2cccc(Cl)c12)NCc1cccs1
 : 2	.	2	.	.	-10	-3
Cc1nnc(NC(=O)CSc2nnc(C)c(=O)n2N)s1
 : 2	-6	-2	-6	-15	-19	-5
CNC[C@H]1Oc2ccc(NC(=O)C3CC3)cc2C(=O)N([C@@H](C)CO)C[C@@H]1C
 : .	10	1	-2	6	13	2
COc1ccccc1OCCNC(=O)c1ccc(C)o1
 : 2	-3	1	.	1	-3	6
COC(=O)c1cc2c(c3c4cc(OC)ccc4n(S(=O)(=O)c4cccc(C)c4)c13)C(=O)N(Cc1ccccc1OC)C2
 : -1	.	-3	.	17	-1	.
COCCOC(=O)c1sc(=S)n(CCOC)c1N
 : .	15	19	2	4	62	0
CCOC(=O)C1=CC[C@H]2c3c(c4ccccc4n3C)C(=O)C1N2C(=O)OC(C)(C)C
 : -3	-5	1	-1	-48	-1	.
Cc1cccn2cc(CCNS(=O)(=O)c3ccc4c(c3)OCCO4)nc12
 : -3	8	0	-2	-2	-3	1
CC12CCC(C(=O)NCCc3ccccc3)(OC1=O)C2(C)C (stereo not given)
 : -8	.	-1	.	1	-5	15*
O=C(C(Br)=Cc1ccccc1)c1ccccc1
 : 0	12	-1	2	32	-1	10
COC(=O)C1SCC2C(=O)N(Cc3ccc(Cl)cc3)CC(=O)N21 (stereo not given)
 : 8	.	2	.	-6	3	-4
CN(C)/C=N/c1nc(-c2ccc3ccccc3c2)cs1
 : 2	-18	-2	60	-96	-5	1
CCSc1nc2c(cnn2-c2ccc(C)c(C)c2)c(=O)[nH]1
 : -1	-5	-1	-5	-8	2	.
O=C(CCn1c(=S)[nH]c2cc3c(cc2c1=O)OCO3)NCc1ccc(Cl)cc1
 : 4	-59	-2	-8	7	6	0
COc1ccc(CCCC(=O)NCCc2ccccc2)c(C)c1
 : -3	11	1	7	3	-5	.
O=C1NC(=S)NC1=Cc1ccco1
 : .	-7	44*	-13	1	-13	4
COc1ccc2nc(N/C(N)=N/C(=S)Nc3c(C)cccc3C)nc(C)c2c1
 : 1	.	24	.	-68	-3	-4
CCCCCCOC(=O)Cc1c(C)nc(N)[nH]c1=O
 : 3	1	-1	-8	-5	4	-2

The last 2 records of the section before lead into the next.
The line under a structure holds: FN deposit inh	Statin myotox sup	CASP6 VEID inh	esBAF inh	LGR2 antag	S100A4 inh HTS	SIRT5 block
COc1ccc2nc(N/C(N)=N/C(=S)Nc3c(C)cccc3C)nc(C)c2c1
 : 1	.	24	.	-68	-3	-4
CCCCCCOC(=O)Cc1c(C)nc(N)[nH]c1=O
 : 3	1	-1	-8	-5	4	-2
CO[C@H]1CN(C)C(=O)c2ccc(NC(=O)c3ccccc3)cc2OC[C@H](C)N(CC2CC2)C[C@@H]1C
 : 17	.	-3	.	7	-1	4
CN(CC1CCOCC1)C(=O)CC1C(=O)NCCN1Cc1ccc(Cl)c(F)c1 (stereo not given)
 : -8	22	-2	-7	-7	0	-7
O=C1CC(c2ccccc2)Sc2ccccc2N1 (stereo not given)
 : -5	0	.	16	.	.	.
CN(C)CCCNC(=O)C[C@H]1C[C@H](C(=O)N2CCCCC2)[C@@]2(CCc3ccccc3)c3[nH]c4cc(-c5ccco5)ccc4c3CCN2C1=O
 : 20	-4	-130	11	8	-5	-4
CC(C)(C)c1nc2ccc(NS(=O)(=O)c3ccc(F)c(F)c3F)cc2[nH]1
 : -1	8	-2	2	6	-3	-5
Cc1ccc(NC(=S)N(Cc2ccc(Cl)cc2)Cc2ccc(C(=O)O)cc2)cc1Cl
 : 10	8	12	-4	4	-1	4
COC(=O)c1cc(OC)c(OC)cc1NC(=S)N1CCOCC1
 : -1	10	-4	-8	0	-2	-11
COc1cc(CC(=O)OCn2nnc3ccccc3c2=O)cc(OC)c1OC
 : -7	.	0	.	-20	-3	-3
COC(=O)C[C@@H]1CC[C@@H]2[C@@H](COc3ccc(NC(=O)c4ccccc4OC)cc3C(=O)N2C)O1
 : -7	-7	.	-3	-3	.	.
CN(Cc1cnn(-c2ccccc2)c1)C(=O)C1CCC(=O)N(C2CC2)C1 (stereo not given)
 : 3	-4	-2	4	1	2	-2
COc1ccc(NC2CCCN(C(=O)CCN3Cc4ccccc4C3=O)C2)cc1 (stereo not given)
 : -4	23	3	-2	14	1	-3
COc1ccc(C(=O)NC(NC(=S)Nc2ccc(S(N)(=O)=O)cc2)C(Cl)(Cl)Cl)cc1 (stereo not given)
 : -1	49	.	1	.	.	.
Cc1ccc(N=Cc2cc(Cl)cc(Cl)c2O)nc1
 : -2	.	0	.	.	1	2
CCc1nc2c(OCc3ccc(OC(F)F)cc3)cccn2c1N(C)C(=O)c1ccco1
 : -1	-12	.	-1	-27	-14	-3
COc1cccc(C(NC(C)=O)c2nc(-c3cccs3)cs2)c1 (stereo not given)
 : 3	-9	1	8	-1	0	.

Screening results (PubChem)
